# CHRM5 antagonist: antagonists of human muscarinic M5 receptor (CHRM5) | P08912 | CHO-hM5 cells, Fluo-8 calcium fluorescence, ACh EC80 | inhibition, % at 3 µM | 0.59% of 360,000 active | AID 624040;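 active means inhibition above a per-plate cutoff, the mean of that plate's test compounds plus 3 SD, cut at about 27% in these data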;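 further: 0% = acetylcholine EC80 with DMSO and 100% = DMSO without agonist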
# Target sequence (P08912 whole entry, looked up): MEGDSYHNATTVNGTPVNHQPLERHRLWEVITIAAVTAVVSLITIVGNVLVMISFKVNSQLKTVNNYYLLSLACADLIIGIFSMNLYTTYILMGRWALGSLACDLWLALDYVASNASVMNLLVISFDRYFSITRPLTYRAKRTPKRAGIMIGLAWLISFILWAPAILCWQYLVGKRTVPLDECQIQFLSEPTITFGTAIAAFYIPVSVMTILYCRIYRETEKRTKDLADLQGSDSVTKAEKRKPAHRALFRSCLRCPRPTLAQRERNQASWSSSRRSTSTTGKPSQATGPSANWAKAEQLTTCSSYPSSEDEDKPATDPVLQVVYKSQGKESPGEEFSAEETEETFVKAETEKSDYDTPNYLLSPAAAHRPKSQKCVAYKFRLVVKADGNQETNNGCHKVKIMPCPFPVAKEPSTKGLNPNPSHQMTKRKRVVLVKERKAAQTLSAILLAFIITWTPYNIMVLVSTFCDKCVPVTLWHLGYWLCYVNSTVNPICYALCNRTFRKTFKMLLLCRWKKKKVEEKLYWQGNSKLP
# TAAR1 ag: agonists of human TAAR1; 0.99% of 360,000 active; AID 624467; CHO RD-HGA16 TAAR1, Fluo-8 calcium fluorescence; vehicle wells 0%, saturating PEA agonist 100%; Q96RJ0; activation, % at 3 µM;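 active means activation above the mean activation of all test compounds in the run plus 3 SD, cut at about 38% in these data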
# Target sequence (Q96RJ0 whole entry, looked up): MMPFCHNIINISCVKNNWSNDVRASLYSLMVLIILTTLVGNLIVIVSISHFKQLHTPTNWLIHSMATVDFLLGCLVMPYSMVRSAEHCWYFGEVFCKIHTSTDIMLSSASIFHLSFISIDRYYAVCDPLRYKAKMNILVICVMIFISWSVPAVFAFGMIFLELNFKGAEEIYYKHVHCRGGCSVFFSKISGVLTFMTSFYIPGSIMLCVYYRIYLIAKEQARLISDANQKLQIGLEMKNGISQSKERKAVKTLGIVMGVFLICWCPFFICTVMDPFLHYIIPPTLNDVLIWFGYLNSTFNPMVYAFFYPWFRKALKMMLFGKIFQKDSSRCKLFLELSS
#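 System: CHO-derived RD-HGA16 cells with stable Gα16 and human TAAR1. Times: 17-24 h plating, Fluo-8 75 min 37 °C, 30 min RT. Measured by: calcium-sensitive Fluo-8 signal, excitation 470-495, emission 515-575 nm. Read-out basis: % activation relative to PEA EC100 response. Control set: DMSO and PEA EC100. Repeats: no replicates (n 1).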
# CRFR2-BP ag: CRF-BP/CRF-R2 complex agonism; HEK293 CRF-R2/CRF-BP, calcium dye fluorescence (FLIPR); percent of saturating CRF peptide response; activation, % at 13.2 µM; 0.46% of 350,000 active;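 active means activation of at least 50%, plus an integration ratio under a set limit after plate pattern correction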;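 further: plate controls were neutral control wells without compound for no effect and CRF at EC100 for full effect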
# M4 PAM: CHRM4 positive allosteric modulation; AID 624126; CHO-K1 hM4/Gqi5, Fluo-8 calcium fluorescence, ACh EC20; 0% = ACh EC20, 100% = maximal ACh; P08173; activation, % at 3 µM; 0.4% of 360,000 active;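 active means activation above its plate's cutoff, the mean activation of sample wells plus 3 SD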; further: some results filed as inactive read as strong as hits
# CRFBP-R2 block: antagonists of CRF-binding protein/CRF-R2 receptor complex | HEK293 CRF-R2/CRF-BP, CRF-induced calcium fluorescence | inhibition, % at 11.8 µM | 0.59% of 350,000 active;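 active means inhibition of the ligand-induced calcium signal above about 50% at the single tested concentration, limit read from the data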
# M5 ag: CHRM5 agonism in calcium assay; CHO-K1 hM5 cells, Fluo-8 calcium fluorescence; 0% DMSO wells, 100% maximal acetylcholine response; activation, % at 3 µM; 0.19% of 360,000 active;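 active means activation above the run's mean over test compounds plus 3 SD, cut at about 23% in these data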;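 further: signal is peak over basal fluorescence ratio across the kinetic read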
# CHO-K1 Ca PAM: nonselective activator or artifact in parental CHO-K1 calcium assay | ATP EC20, Fluo-8 calcium fluorescence; 0% at ATP EC20, 100% at ATP max | activation, % at 3 µM | 0.02% of 360,000 active | AID 602247;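 active means activation above the run cutoff, the mean activation of all test compounds plus 3 SD, cut at about 40% in these data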;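 further: peak over basal fluorescence ratio in a 140 s read after ATP addition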
# M5 PAM: CHRM5 positive allosteric modulation | 0.3% of 360,000 active | activation, % at 3 µM | CHO-K1 hM5, Fluo-8 calcium, ACh EC20 PAM; 0% = ACh EC20, 100% = ACh EC100 | P08912 | AID 624038;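 active means activation above the run cutoff, the mean activation of all test compounds plus 3 SD, cut at about 18% in these data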
#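 Measured by: Fluo-8 calcium fluorescence; material: human M5 receptor in CHO-K1 cells; schedule: Post-acetylcholine fluorescence recording 140 s; benchmarks: low control EC20 acetylcholine (0%), high control EC100 acetylcholine (100%); read-out: Max/basal fluorescence ratio as % of EC20–EC100 ACh window; compound: single dose, 3 µM nominal final test concentration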
# TAAR1 antag: human TAAR1 antagonism; Q96RJ0; CHO RD-HGA16 TAAR1, Fluo-8 calcium fluorescence, antagonist; inhibition, % at 3 µM; 1.5% of 360,000 active;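 active means inhibition above a per-plate cutoff, the mean inhibition of test compounds on that plate plus 3 SD, cut at about 49% in these data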;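 further: 0% = DMSO plus EC80 beta-PEA response and 100% = DMSO alone without agonist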
#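 Test system: hTAAR1-expressing CHO RD-HGA16 cells, Gα16-coupled; Probe or stimulus: EC80 β-phenethylamine stimulus; Compound dosing: single nominal final test compound concentration of 3 µM; Timing: 140 s kinetic read after compound, 140 s after agonist; Signal: Fluo-8 calcium-sensitive fluorescence; Measure: % inhibition of agonist calcium response; Controls: DMSO and EC80 PEA controls.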
# Active calls of the source: *; · = not tested or not shown.
canonical_smiles,CHRM5 antagonist,TAAR1 ag,CRFR2-BP ag,M4 PAM,CRFBP-R2 block,M5 ag,CHO-K1 Ca PAM,M5 PAM,TAAR1 antag
CCN(C(=O)C1CCCN(c2nc(-c3ccc(OC)cc3)no2)C1)c1ccc(OC)cc1 (stereo not given),-0.2,-2.2,1.1,-6.4,-13.3,-4.1,27.0,-6.1,-45.8
CCOC(=O)c1c(-c2ccccc2)csc1NC(=O)/C(C#N)=C\c1ccc(O)c(OC)c1,16.8,28.7,132.5*,0.8,-51.4,30.8*,4.3,12.0,37.2
COc1ccccc1C1CCN(c2ccc(CO)cc2[N+](=O)[O-])CC1,6.7,-0.1,-0.8,-6.2,-5.2,0.6,-11.3,-2.7,-20.4
OCC[C@H]1C[C@H](O)[C@@H](O)[C@]2(Cc3ccccc3CCO2)O1,20.6,14.1,7.9,4.4,-0.8,-0.4,15.4,-10.0,0.9
Cc1noc(C)c1CSCC(=O)Nc1ccc(S(=O)(=O)C(F)F)cc1,-2.4,2.3,1.6,-3.2,1.2,-0.4,-10.0,-3.1,23.4
CCCCC1CC2=C(C(=O)OC(C)(C)O2)C(c2cccc3ccccc23)O1 (stereo not given),-1.3,2.4,·,-4.2,·,-3.0,-2.8,-10.4,30.6
COC(=O)CC1=C(C(=O)OC)C(c2cccc(OCC(N)=O)c2)C(C#N)=C(N)O1 (stereo not given),-6.5,1.8,-0.9,3.1,-0.5,-2.7,13.9,-6.8,-5.7
N/C(=N\OC(=O)Cc1ccc([N+](=O)[O-])cc1)c1ccccn1,-1.0,1.2,4.4,3.2,0.1,-2.3,16.2,-4.5,15.7
CCC(C)(c1ccc(C=O)s1)c1ccc(C=O)s1,2.7,1.4,-3.4,-0.4,1.8,-5.8,-5.5,-5.5,9.6
Cc1ccc2[nH]c3c(=O)n(Cc4ccco4)cnc3c2c1,3.1,0.0,2.3,0.7,-0.1,-3.0,18.2,5.6,-12.0
O=C(O)c1cc(O)c2c(c1)[C@@H]([C@H]1c3cc(C(=O)O)cc(O)c3C(=O)c3c(O[C@@H]4O[C@H](CO)[C@@H](O)[C@H](O)[C@H]4O)cccc31)c1cccc(OC3O[C@H](CO)[C@@H](O)[C@H](O)[C@H]3O)c1C2=O (stereo not given in full),-6.5,0.4,-2.0,1.3,2.7,0.8,-11.8,-1.8,-1.8
COc1ccc2c(c1)Cc1cc(NC(=O)c3ccccc3-c3ccccc3C(=O)O)ccc1-2,14.4,11.3,0.1,6.1,35.5,-2.8,11.0,0.0,-22.1
Cc1cc(SCC(=O)Nc2ccccc2)n2ncc(-c3ccccc3)c2n1,-5.3,2.5,1.5,4.1,-6.2,2.4,-18.6,0.1,31.0
O=C(/C=C/c1ccccc1)NCC1(c2ccccc2)CCOCC1,6.1,-1.8,-0.8,-3.4,10.7,-1.4,5.8,-0.4,-28.0
O=C(/C=C/c1ccccc1)OCCCCN=C1NS(=O)(=O)c2ccccc21,2.3,11.8,-1.1,-7.5,-9.0,5.8,17.8,-9.3,4.7
CN(c1ccccc1C(=O)Nc1ccc2c(c1)n(C)c(=O)n2C)S(C)(=O)=O,10.5,1.7,-2.5,-5.2,4.9,2.2,9.6,-7.4,-19.5
CNC(=O)/C(C#N)=C/c1c(N2CCN(c3cccc(Cl)c3)CC2)nc2c(C)cccn2c1=O,10.3,2.5,-0.5,-2.9,9.2,-6.7,11.9,-2.2,-7.7
CCOC(=O)C1CCCN(C(=S)Nc2ccc(S(=O)(=O)N3CCOCC3)cc2)C1 (stereo not given),9.2,46.3*,-0.1,-4.2,12.1,41.8*,5.9,-13.8,33.5
CCn1cc(C(=O)N2CCc3ccccc32)c(=O)c2cc(S(=O)(=O)N3CCOCC3)ccc21,2.7,16.8,1.7,-9.9,-52.8,-2.5,-1.0,-0.6,-1.6
COc1cccc(NC(=O)CN(C)CC(=O)c2c(C)[nH]c3ccccc23)c1,15.9,10.8,-0.6,-0.8,8.4,5.6,6.5,-11.6,25.1
CCS(=O)(=O)c1c([N+](=O)[O-])ncn1C,-5.7,4.8,1.5,-0.9,-4.1,-1.0,11.1,3.8,2.5
Cc1ccc2c(C(=O)CN3CCCCC3CCO)c(C)[nH]c2c1 (stereo not given),-0.3,2.3,2.3,-0.7,-0.8,-8.6,20.7,0.8,4.7
O=C(NCc1ccncc1)C1Cc2c(-c3ccc(Cl)cc3)ccnc2O1 (stereo not given),-3.0,-2.0,·,3.3,·,-2.3,-10.4,-2.2,-5.4
O=C(N/N=C/c1ccncc1)NC1CCCCC1,-6.4,3.6,-0.5,-0.7,-7.6,-2.8,22.4,-2.2,21.2
CC(C)CC1C(=O)N(Cc2cn(CCC3OCCO3)nn2)CCS(=O)(=O)N1Cc1ccc(-c2ccccc2)cc1 (stereo not given),3.7,10.9,1.9,-1.0,-9.2,4.5,-6.6,-4.4,31.6

# CRFR2-BP ag, hit marks shown above
SMILES | CHRM5 antagonist | TAAR1 ag | CRFR2-BP ag | M4 PAM | CRFBP-R2 block | M5 ag | M5 PAM | TAAR1 antag
CCOC(=O)c1c(-c2ccccc2)csc1NC(=O)/C(C#N)=C\c1ccc(O)c(OC)c1 | 16.8 | 28.7 | 132.5* | 0.8 | -51.4 | 30.8* | 12.0 | 37.2

# Remaining list, next part.
canonical_smiles,CHRM5 antagonist,TAAR1 ag,CRFR2-BP ag,M4 PAM,CRFBP-R2 block,M5 ag,CHO-K1 Ca PAM,M5 PAM,TAAR1 antag
CN(CCC1CCOCC1)Cc1cn[nH]c1-c1ccc(-c2ccccc2)cc1,-11.3,2.2,-3.2,-14.7,-1.2,-4.8,17.2,16.2,-7.2
Cc1cc(C)c(N)cc1C,-2.7,2.0,5.6,-2.1,5.7,1.2,15.4,0.2,-5.9
C=CCN(C(=O)CCC(=O)Nc1cc(C)on1)C(C(=O)NC1CCCC1)c1cccnc1 (stereo not given),5.0,2.7,2.0,-5.7,-13.6,0.1,-6.8,-9.2,5.0
COc1ccc(Cl)cc1NC(=O)CN1CCN(S(=O)(=O)N2CCC(C)CC2)CC1,-3.0,-0.7,1.5,-1.3,-3.4,-3.3,7.8,-1.1,-23.0
Cc1ccc(C(C(=O)NC2CCCC2)N(Cc2ccc(F)cc2)C(=O)c2snc(C(N)=O)c2N)o1 (stereo not given),15.4,1.0,-1.1,-3.5,12.9,-3.0,5.4,-8.1,35.1
COc1ccccc1C(=O)NCC(=O)NCC1(N2CCCCC2)CCCCC1,3.5,-0.1,-1.0,-8.1,7.2,2.5,3.3,-9.4,0.1
CC(=O)NC(CC(=O)N(Cc1ccccc1)c1cccc(C)c1)c1ccccc1 (stereo not given),-1.3,9.8,3.4,2.5,-19.9,0.1,5.8,-1.8,6.3
COc1ccc(-c2c(C#Cc3ccsc3)c3ccccc3n2C)cc1,-0.3,-2.0,0.6,-7.1,0.9,-9.3,4.4,1.4,7.6
CCOC(=O)[C@@H]1[C@H]2COc3ccc(Br)cc3[C@H]2N2C(=O)N(c3ccc(OC)cc3)C(=O)[C@]12C,11.8,15.8,2.0,8.0,-6.7,-4.0,-7.1,1.1,3.9
COc1ccc(C(=O)Nc2cccc3nc(C)ccc23)c(OC)c1,0.4,1.0,-2.2,-2.7,21.6,-1.1,-25.6,-0.7,4.0
COc1cc2c(C#N)c(N3CCN(c4ccccc4OC)CC3)nc(N)c2c(N)n1,9.0,19.3,-0.1,-1.1,-5.4,7.8,8.4,-12.9,37.7
Cc1c(C)c2ccc(OCC(=O)N3CCC(C(=O)O)CC3)c(C)c2oc1=O,2.6,0.0,-0.6,6.2,-5.2,0.2,17.6,6.3,-17.3
COc1ccc(CCNS(=O)(=O)c2cc3c4c(c2)CCN4C(=O)CC3)cc1OC,6.3,0.7,1.1,6.7,1.3,-2.5,7.8,-4.2,-5.1
CCNC(=O)C1(C)CCCN(C(=O)c2oc3ccccc3c2C)C1 (stereo not given),-5.9,0.6,·,2.6,·,1.0,8.0,-0.2,-26.8
OCCn1c(Cl)nc2ccccc21,-0.2,9.0,-1.5,0.7,8.4,-0.4,14.5,1.7,7.7
CCOCCn1c(CN2CCN(c3ccccc3)CC2)nc2c1c(=O)n(C)c(=O)n2C,1.7,4.1,-2.6,1.3,0.8,-3.8,-6.3,-4.6,0.8
COCc1ccc(C(=O)N2CCCC(C(=O)c3ccc(SC)cc3)C2)o1 (stereo not given),-5.2,1.7,-2.9,0.1,8.8,-1.0,5.0,0.5,-12.2
Cc1csc(NC(=O)c2cncc(Br)c2)n1,-1.7,8.2,0.3,-12.0,-18.8,-1.3,-12.1,-3.2,4.8
Cc1cc(C(F)F)nn1CC(=O)NCc1ccco1,5.0,7.5,0.8,0.4,2.8,-0.9,13.1,-4.1,-3.7
CCCCNC(=O)c1cn(CC(C)C)c(=O)c2c1c1ccccc1n2C,1.8,3.3,-2.3,-1.7,2.7,-2.3,11.4,-0.3,4.7
CCn1c(N)cc(=O)[nH]c1=S,-3.7,1.8,-0.7,4.3,-4.0,-0.6,13.5,14.3,10.2
Cc1ccccc1CN1CCN(CC(=O)NC(C)c2ccccc2)CC1 (stereo not given),16.3,1.5,-1.5,-0.5,13.2,-1.3,3.7,0.6,2.6
COc1ccc(/C=N/NC(=O)C(=O)N2CCCCCC2)cc1O,4.0,1.0,1.0,8.6,-7.2,-1.3,-11.7,3.8,-22.0
CCN1CCN(C(=O)CN(CC)S(=O)(=O)c2ccc(F)cc2)CC1,-4.8,1.3,4.9,8.9,-12.8,-5.0,5.3,-0.8,-13.3
Oc1c(Br)cc(Br)cc1C=NCc1ccccc1,-3.6,9.2,14.6,-4.4,-3.8,-3.7,20.5,-3.1,18.9

# Later entries:
canonical_smiles,CHRM5 antagonist,TAAR1 ag,CRFR2-BP ag,M4 PAM,CRFBP-R2 block,M5 ag,CHO-K1 Ca PAM,M5 PAM,TAAR1 antag
COc1ccccc1C(=O)NCCC(=O)NCc1ccncc1,9.4,1.5,0.9,1.3,5.8,-7.4,27.6,5.0,2.3
COc1ccc(C(O)CNc2ccc(C)cc2)cc1 (stereo not given),-3.9,3.8,-0.5,-1.8,-9.5,-1.3,19.4,-9.1,2.5
C/C(=N\NC(=O)c1csc(C)c1C)c1ccc(Cl)s1,-1.7,1.7,-0.2,-0.9,-19.2,-4.3,8.1,4.1,-9.0
O=C(O)CCC(=O)Nc1ccc(-c2nnc(-c3ccco3)o2)cc1,-2.3,1.3,0.8,0.7,0.6,0.6,15.7,1.0,-7.5
CCOCc1nnc(NC(=O)C2c3ccccc3Oc3ccccc32)s1,1.2,77.0*,31.1,-0.5,-159.5,27.5*,16.4,-0.8,22.6

# Screening data (PubChem)
